# Screening results deposited in PubChem BioAssay by National Center for Advancing Translational Sciences (NCATS).
# MmCpn inh = Inhibitors of TCP-1 ring complex (TRiC) of Methanococcus maripaludis (MmCpn): qHTS | 330,000 compounds, 0.031% hits | Potency, µM (titrated, usually from 76.9 µM), without a hit: at the top dose activity, negative = inhibition, hits mostly inhibitors | purified Mm-Cpn ATPase, ADP Transcreener TR-FRET | Chaperonin Mm-Cpn (Methanococcus maripaludis); further: potency means the concentration at half of the fitted maximal effect; on the % scale 0 is the no-effect control and ±100 the full control effect; nearly all actives have a fitted effect of over 80% in size
#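 Reaction buffer contained 30 mM Tris pH 7.4, 100 mM KCl, 5 mM MgCl2 and 1 mM DTT. Mm-CPN (25 nM final) hydrolysed 10 uM ATP over 30 min at 37°C; ADP was read by HTRF.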
# Akt phos inh = HTS Assay for Inhibitors of Akt Phophorylation: Primary Screen. 360,000 compounds, 0.32% hits. activity change, % for hits at 50 µM. Neuro2A IGF-stimulated pAkt S473 HTRF, 20 min; stronger effect = lower value; in the data active means activity change below about -80%; inconclusive means mostly about -51% to -80%; further: on the % scale 0 is the no-effect control and ±100 the full control effect
#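 Single-point screen (50 µM final compound) in Neuro2A cells stimulated 20 min with 6 nM IGF at 37 deg C. After lysis, Ser473-phosphorylated Akt read by HTRF (ex 330 nm, em 615/665 nm) as the 665/615 ratio.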
# Abeta yeast res = qHTS for compounds that reverse cellular toxicity of Amyloid beta (A-beta) peptide in yeast: Primary Screen; yeast expressing A-beta42, growth rescue, OD600, 48 h; response scale: 0% DMSO, 100% iron-clioquinol control; Potency, µM (top dose mostly 46.1 µM), without a hit: at the highest dose growth rescue, usual class: activators; 410,000 compounds, 0.063% hits; AID 1347071, 2019; further: potency means the concentration at half of the fitted maximal effect; nearly all actives have a fitted effect of over 55% in size
#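 Growth rescue measured by 600 nm absorbance after 48 h yeast culture at 30 C with compound. Values normalized between DMSO and an equimolar ferric chloride plus clioquinol control.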
# CCT chaperon mod = High-Throughput Screening for Modulators of Cytosolic Chaperonin Activity. purified chaperonin ATPase assay, HTRF ADP detection, 30 min. activity change, % (test concentration not listed), hits read low. 360,000 compounds, 0.3% hits; in the data active means activity change below about -30%; further: on the % scale 0 is the no-effect control and ±100 the full control effect
#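 ATPase activity: ADP formed was measured by HTRF Transcreener (665/615 nm ratio) after 30 min at 37 deg C with 10 uM ATP. Compounds screened at one 76 uM concentration against 40 or 20 nM TRiC in Tris pH 7.4/KCl/MgCl2/DTT buffer.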
# Nrf2 ARE act = qHTS of Nrf2 Activators | AID 624171, 2012 | 410,000 compounds, 0.31% hits | Potency, µM (top dose mostly 46.1 µM), without a hit: top-dose activation, usual class: activators | AREc32 ARE-luciferase reporter (MCF7-derived line), luminescence, 24 h; further: potency means the concentration at half of the fitted maximal effect; % of control where 0% means no effect; nearly all actives have a fitted effect of over 65% in size
#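 ARE-driven firefly luciferase activity in AREc32 cells measured after a 24 hr compound exposure at 37 deg C, using Steady-Glo reagent and a 30 min room-temperature hold.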
# A549 viability = Nrf2 qHTS screen for inhibitors: counterscreen for cytotoxicity. A549 ARE-Fluc cells, CellTiter-Fluor viability, 18-24 h. Potency, µM (doses to about 46 µM), for inactives: top-dose activity change, negative = cytotoxicity, hits mostly inhibitors. 390,000 compounds, 0.16% hits; further: potency means the concentration at half of the fitted maximal effect; on the % scale 0 is the no-effect control and ±100 the full control effect
#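 Cytotoxicity counterscreen: CellTiter-Fluor fluorescence was measured in A549 ARE_Fluc cells after 18-24 h of compound exposure in a concentration series. The subsequent BugLite luminescent read reports ARE-luciferase activity.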
# HepG2 tox = qHTS for Inhibitors of TGF-b: Cytotox Counterscreen; AID 588856, 2011; HepG2 CAGA-GFP viability, ATP luminescence, 18 h; 410,000 compounds, 0.76% hits; Potency, µM (series often up to 46.1 µM), for the others: at the top dose activity change, negative = cytotoxicity, usual class: cytotoxic; further: potency means the concentration at half of the fitted maximal effect; some results filed as inactive show a strong effect at the top dose
#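 CellTiter-Glo luminescence gave cytotoxicity after 18 hours at 37 degrees C. The cells were HepG2 CAGA-GFP in 1% FBS DMEM, stimulated with 500 pg/mL TGF-beta after compound addition. %Activity was normalised to no-cell wells (complete cell-killing) and DMSO (no toxicity), and curves were fitted and classified.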
# Nrf2 inh = Nrf2 qHTS screen for inhibitors; A549 ARE-Fluc reporter, luciferase luminescence, 18-24 h; Potency, µM (top dose mostly 46 µM), without a hit: at the top dose activity change, negative = inhibition, actives largely listed as inhibitors; 360,000 compounds, 2.1% hits; AID 504444, 2011; further: potency means the concentration at half of the fitted maximal effect; on the % scale 0 is the no-effect control and ±100 the full control effect; nearly all actives have a fitted effect of over 60% in size
#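 Cells were seeded and rested 2 h, then exposed to compounds for 18-24 h. CellTiter-Fluor was read first as a viability measure. BugLite was added 15 min before the final luminescent read of ARE-luciferase activity in A549 cells.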
# TGFb inhibitor = qHTS for Inhibitors of TGF-b. HepG2 CAGA-GFP TGF-b/SMAD3 reporter, GFP fluorescence, 18 h; TGF-beta stimulated, 500 pg/mL final. Potency, µM (series often up to 46.1 µM), for inactives: top-dose activity, negative = inhibition, most hits filed as inhibitors. 410,000 compounds, 1.2% hits. AID 588855, 2011; further: potency means the concentration at half of the fitted maximal effect; on the % scale 0 is the no-effect control and ±100 the full control effect; nearly all actives have a fitted effect of over 65% in size
#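 Per well, imaged GFP fluorescence of HEPG2 CAGA-GFP cells gives the signal; cells get compound, then TGF-beta (500 pg/mL final), 18 h at 37 degrees C; %Activity versus -TGF-beta and +DMSO controls.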
# Numbers without * were called inactive; i = inactive; ? = inconclusive; nt = not tested or not shown; & = joins results of further samples; ! = a repeat was not active; [ ] = remark or other dose. Unless noted, the call rests on the fitted dose curve; in most records, active means well fitted curve in the direction sought with a large enough effect; inconclusive means small, poorly fitted or top-dose-only effect, or another doubt; inactive means no such curve, though single readings can be large; an effect the other way counts as inactive or inconclusive.
SMILES,MmCpn inh,Akt phos inh,Abeta yeast res,CCT chaperon mod,Nrf2 ARE act,A549 viability,HepG2 tox,Nrf2 inh,TGFb inhibitor
Cc1cc(C)c(C)c(C(=O)COC(=O)CNC(=O)CN2C(=O)c3ccccc3C2=O)c1C,0%,i,9%,1.4,-0.6%,13%,1%,15%,-4%
CCN(c1ccccc1)S(=O)(=O)c1cc2c(cc1C)n(C)c(=O)c(=O)n2C,0%,i,-6%,0.1,0.2%,-8%,5%,5%,7%
CCCCC1(CO)C(=O)N(c2ccccc2)N(c2ccccc2)C1=O,0%,i,26%,-0.8,-0.1%,2%,-25%,-1%,-13%
O=C(Nc1cccc2ncccc12)c1ccc(Br)c([N+](=O)[O-])c1,3%,i,1%,2.5,9.9%,-5%,21%,?,-1%
Cc1cc(C)cc(NC(=O)COC(=O)c2ccc3c(c2)OCCO3)c1,-2%,i,10%,-1.7,-0.8%,-2%,1%,-2%,-2%
CCOC(=O)N1CCN(C(=O)CSc2nnc(Cc3ccccc3)o2)CC1,0%,i,-14%,1.3,0.2%,3%,-6%,6%,6%
CC1(Cc2ccccc2C#N)C(=O)Nc2ccc(-c3ccccc3)cc21 (stereo not drawn),nt,i,4%,0.3,-0.2%[9.22 µM],nt,-9%,nt,10%
Cc1cccc(NC(=O)Cn2nnc(C(=O)NCc3cccs3)c2N)c1,nt,nt,-6%,nt,-0.1%,-2%,-8%,7%,-11%
N=c1c2c3c(sc2ncn1Cc1ccco1)CCCCC3,3%,i,-8%,-1.1,13%,-4%,-5%,6%,8%
COc1ccc(NC(=O)/C(C#N)=C/c2ccc(C)o2)cc1,nt,nt,-6%,nt,11%,-2%,-16%,?,5%
Cc1cccc(C)c1NC(=O)CSc1nnc([C@H](C)NC(=O)OC(C)(C)C)o1,-4%,i,5%,-0.7,0.3%,9%,-6%,?,3%
COc1ccc(CCCc2nnc(SCC(=O)Nc3cccc(F)c3C)o2)cc1,nt,nt,-7%,nt,-0.4%,9%,-8%,0%,-19%
COc1ccc(N(CC(=O)NCc2ccco2)S(=O)(=O)c2ccc(C)cc2)cc1OC,-6%,i,-3%,-1.6,0.3%,-2%,-3%,7%,2%
O=C(NCCc1ccccc1)C1c2ccccc2C(=O)N1Cc1cccs1 (stereo not drawn),2%,i,4%,-3.0,0.2%,0%,3%,?,9%
COC(=O)C(C(=O)OC)C(C(C)C)C(C(=O)OC)C(=O)OC,-1%,i,-1%,-1.2,0.3%,1%,-3%,12%,?
CCOC(=O)C1=C(C)NC(C)=C(C(=O)OCC)C1c1ccc(Br)o1,2%,i,-4%,-1.8,4.2%,-16%,5%,?,?
CN(C)c1ccc(C(=O)OCC(=O)N2CCOCC2)cc1,3%,i,7%,-1.5,2.1%,1%,-2%,?,8%
CN(CC(=O)Nc1ccc(F)c(F)c1F)C(=O)CN1C(=O)NC2(CCCC2)C1=O,1%,i,8%,0.1,-0.6%,9%,-8%,-14%,3%
CCOC(=O)c1c(NC(=O)CN2CCCc3ccccc32)sc(C(C)=O)c1C,-2%,i,-14%,-2.4,2.7%,0%,8%,3%,-8%
O=C(CSc1ncnc2c1cnn2CCc1ccccc1)Nc1cccc(C(F)(F)F)c1,0%,i,20%,-2.6,9.1%,-14%,-26%,?,?
CC(=O)NS(=O)(=O)c1ccc(NC(=O)/C=C/c2ccccc2Cl)cc1,0%,i,18%,0.4,2.1%,4%,-20%,?,0%
Cc1c(C(=O)NCc2ccc(Cl)c(Cl)c2)sc(=O)n1Cc1ccccc1F,nt,i,2%,-0.6,0.5%,nt,-3%,nt,?
O=C(NC1CC(=O)N(c2ccc(F)cc2)C1)c1cc2ccccc2o1 (stereo not drawn),nt,nt,-26%,nt,-0.4%,13%,8%,nt,-1%
CCCn1cc(S(=O)(=O)c2cc(C)ccc2C)c(=O)c2cc(F)c(N3CCN(CC)CC3)cc21,nt,nt,2%,nt,0.0%,-24%,0%,9%,-1%
CCOC(=O)c1cc2c(=O)n3ccccc3nc2n(CCOC)c1=NC(=O)c1c(-c2c(F)cccc2Cl)noc1C,-4%,i,1%&-5%,-0.6,0.4%&4.5%,-20%&2%,-4%&-24%,6.5µM*!,20%&9%
COc1ccccc1C(=O)Nc1ccc(S(=O)(=O)NC2=NCCCCC2)cc1,-1%,i,7%,0.2,-1.6%,-11%,-7%,?,1%
O=C(CNC(=O)C1CCCCC1)OCC(=O)c1ccc([N+](=O)[O-])cc1,nt,nt,nt,nt,nt,-2%,0%,?,2%
CC[C@]1(c2ccccc2)C(=O)N(C(=O)OC)N1C(=O)OC,0%,i,-1%,-2.0,-0.8%,0%,-19%,-26%,?
CCOc1ccccc1N1CCN(C(=O)c2ccccc2SCC(=O)N2CCCC2)CC1,0%,i,10%,-1.6,-0.9%,-4%,-4%,-11%,11%
Nn1c(Cc2cccc3ccccc23)nnc1SCn1nnc2ccccc2c1=O,-2%,i,-1%,-2.0,-0.3%,-7%,-1%,9%,?
COc1cc(/C=C2\SC(=S)N(CCC(=O)Nc3ccccc3)C2=O)cc(OC)c1OC,-8%,i,-3%,-5.8,11%,-4%,16%,-12%,23%
CCOC(=O)C1C(c2ccccc2)NC(=S)NC1(C)O (stereo not drawn),2%,i,-8%,-0.4,-0.5%,-3%,5%,?,?
Cc1ccc(-n2nc3c(=O)n(C(C)C(=O)NCCCc4ccccc4)nc(C)c3c2C)cc1 (stereo not drawn),2%,i,0%,2.2,0.0%,21µM*,-25%,10µM*,?
COc1ccc(-c2cc(C(F)(F)F)c(C#N)c(=O)[nH]2)cc1,-3%,i,2%,-0.3,0.5%,-3%,0%,-10%,3%
Cc1cccc(C(=O)OCC(=O)N(C)c2ccccc2)c1C,-20%,i,-20%,-2.6,2.3%,7%,-34%,12%,-3%
CCN(CC)c1ccc(NC(=O)CN2C(=O)c3cccnc3Oc3ccccc32)c(C)c1,nt,nt,-19%,nt,3.2%,-3%,-27%,17%,-4%
COc1cccc(Nc2nc(-c3ccccc3O)nc3ccccc23)c1,-25%,i,-4%,0.7,12%,6%,-18%,-19%,21%
Cc1ncc(CO)c2c1Oc1nc(-c3ccccc3F)nc(SCC(=O)N(C)c3ccccc3)c1C2,-2%,i,-12%,-0.6,0.2%,-9%,-9%,?,?
NC(=O)c1cccnc1Nc1cccc([N+](=O)[O-])c1,1%,i,6%,-1.9,0.6%,-6%,1%,?,3%
COCCCn1nnnc1SCC(=O)N1c2ccccc2CC1C (stereo not drawn),-2%,i,-1%,-2.0,-0.7%,6%,-10%,1%,-13%

# 3 compounds already listed, sorted by molar mass, smallest number first.
SMILES,MmCpn inh,Akt phos inh,Abeta yeast res,CCT chaperon mod,Nrf2 ARE act,A549 viability,HepG2 tox,Nrf2 inh,TGFb inhibitor
Cc1cccc(C(=O)OCC(=O)N(C)c2ccccc2)c1C,-20%,i,-20%,-2.6,2.3%,7%,-34%,12%,-3%
COCCCn1nnnc1SCC(=O)N1c2ccccc2CC1C (stereo not drawn),-2%,i,-1%,-2.0,-0.7%,6%,-10%,1%,-13%
COc1cc(/C=C2\SC(=S)N(CCC(=O)Nc3ccccc3)C2=O)cc(OC)c1OC,-8%,i,-3%,-5.8,11%,-4%,16%,-12%,23%

# Other structures follow.
SMILES,MmCpn inh,Akt phos inh,Abeta yeast res,CCT chaperon mod,Nrf2 ARE act,A549 viability,HepG2 tox,Nrf2 inh,TGFb inhibitor
CCOC(=O)CC1C(=O)NCCN1S(=O)(=O)c1ccc(NC(C)=O)cc1 (stereo not drawn),-1%,i,9%,-0.4,-0.6%,2%,-42%,-7%,38%[activator]
c1ccc(-c2nc3ccccn3c2-c2ccccc2)cc1,nt,i,-3%,2.7,0.1%,-9%,7%,?,5%
CSc1ccc(CCNC(=O)c2ccc(-n3c(C)cc4c3CCC(C)C4)cc2)cc1 (stereo not drawn),nt,nt,-19%,nt,-1.3%,7%,1%,-3%,0%
C/C(=N\NC(=O)c1nn(C)c(C)c1Br)c1ccc(NC(=O)c2ccccc2F)cc1,0%,i,-1%,-2.5,0.2%,-2%,5%,6%,?
CCN(CC)S(=O)(=O)c1ccc(N2CCOCC2)c(NC(=O)c2ccc(C#N)cc2)c1,0%,i,-2%,-1.3,-0.3%,19%,-5%,1%,-2%
O=C1ON=C(c2ccccc2)/C1=C/c1ccc(O)cc1,-1%,i,-27%,-25,3.4%,14%,-4%,10%,6%
COc1cc(C(C)=O)ccc1OC(C)C(=O)Nc1ccc(S(=O)(=O)N2CCCC2)cc1 (stereo not drawn),1%,i,-10%,-0.9,-0.6%,-1%,1%,-4%,4%
CC(=O)Nc1ccc(NC(=O)c2ccc3c(c2)N(Cc2cccc(Cl)c2)C(=O)c2ccccc2S3(=O)=O)cc1,nt,nt,-18%,nt,0.1%,-1%,-51%,-11%,-1%
CCOc1cc(N2CCOCC2)c(OCC)cc1NC(=O)COC(=O)c1c(CC)noc1C,-1%,i,6%,-2.6,2.7%,9%,-12%,-18%,-1%
c1ccc(Cn2nnnc2C(c2cccs2)N2CCOCC2)cc1 (stereo not drawn),-3%,i,22%,2.5,-0.6%,-3%,-1%,3%,6%
